Bioassay records: PubChem BioAssay, several laboratories
FXN GAA850 act – FXN promoter activators, primary screen, cell-based, luciferase luminescence, HEK293 lucGAA850; activation, % at 6 µM; 0.56% of 360,000 active; HEK293 lucGAA850 FXN promoter luciferase reporter, 24 h; percent of 10 µM SAHA response;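 active = activation above the average of all compounds screened plus 3 SD, cutoff fixed separately per campaign, cut at about 7.5% in these data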;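 also: 0% = DMSO wells and 100% = 10 µM SAHA wells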
ADAM17 inh – ADAM17 inhibitors, primary screen, biochemical, QFRET | AID 720648, 2013 | recombinant ADAM17, EDANS/DABCYL FRET peptide cleavage | inhibition, % at 6.95 µM | 0.83% of 370,000 active;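 active = inhibition above the mean of compounds lying between control limits plus 3 SD, set per campaign, cut at about 8.5% in these data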;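 also: 0% = DMSO-only wells as the low control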
Target sequence (P78536 215-824 limits assumed): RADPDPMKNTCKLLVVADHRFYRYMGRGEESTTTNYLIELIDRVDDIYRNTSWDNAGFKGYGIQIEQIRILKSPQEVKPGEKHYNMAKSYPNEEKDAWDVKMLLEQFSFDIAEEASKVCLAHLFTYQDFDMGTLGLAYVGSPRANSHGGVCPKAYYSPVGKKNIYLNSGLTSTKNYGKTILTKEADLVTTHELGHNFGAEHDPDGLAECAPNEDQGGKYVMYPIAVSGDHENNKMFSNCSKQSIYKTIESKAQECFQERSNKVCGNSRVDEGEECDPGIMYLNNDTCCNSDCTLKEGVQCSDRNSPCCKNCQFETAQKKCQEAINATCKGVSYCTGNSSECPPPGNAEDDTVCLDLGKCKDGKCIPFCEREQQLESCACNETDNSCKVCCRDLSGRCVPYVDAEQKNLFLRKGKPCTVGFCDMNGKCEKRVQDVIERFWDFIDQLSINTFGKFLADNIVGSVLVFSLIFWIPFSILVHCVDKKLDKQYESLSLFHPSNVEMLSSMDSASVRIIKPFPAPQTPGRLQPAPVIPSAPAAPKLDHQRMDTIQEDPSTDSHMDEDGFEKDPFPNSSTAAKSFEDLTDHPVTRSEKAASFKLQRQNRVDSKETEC
DAX1 inh-1 – DAX1 (NR0B1) inhibitors on StAR promoter, primary screen, cell-based, luminescence, SF-1 (NR5A1), full-length DAX-1. HEK293T StAR-luciferase reporter, SF-1/DAX-1 repression relief. inhibition, % at 6.8 µM. 1.1% of 370,000 active. AID 652010, 2013;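 active = inhibition above the mean over all tested compounds plus 3 SD, cut at about 3.6% in these data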;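 also: 0% = DAX-1 cells with DMSO and 100% = cells lacking DAX-1 with DMSO; higher inhibition means more luminescence from relief of DAX-1 repression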
ssDAF-12 act – S. stercoralis DAF-12 nuclear receptor activators, primary screen, cell-based, luminescence, HEK293, GRIP1 co-expression, lit1-tk-luc. activation, % at 6.8 µM. HEK293 ssDAF-12/GRIP1 lit1-tk-luc reporter; % of 3 µM dafachronic acid response. AID 652126, 2013. 1% of 370,000 active. Nuclear hormone receptor DAF-12 (Strongyloides stercoralis);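 active = activation above the mean over all tested compounds plus 3 SD, cut at about 0.9% in these data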;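 also: 0% = DMSO-only wells and 100% = 3 µM delta7-dafachronic acid wells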
hcDAF12 agonist – H. contortus DAF-12 nuclear receptor activators, primary screen, cell-based, luminescence, HEK293, lit1-tk-luc reporter. 1.4% of 370,000 active. activation, % at 6.8 µM. AID 652067, 2013. HEK293 hcDAF-12 lit1-tk-luc reporter; 0% DMSO, 100% Δ7-dafachronic acid;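 active = activation above the mean of all tested compounds plus 3 SD, cut at about 5.5% in these data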;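 also: 100% = response to 3 µM Δ7-dafachronic acid high control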
DAX1 inh-2 – DAX1 (NR0B1) inhibitors, primary screen, cell-based, HEK293, Gal4-DAX1, luciferase luminescence; AID 504766, 2011; Nuclear receptor subfamily 0 group B member 1 (Homo sapiens), P51843; inhibition, % at 6.75 µM; HEK293 Gal4-DAX1 luciferase reporter; 0.99% of 340,000 active;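 active = inhibition above the mean over all tested compounds plus 3 SD, cut at about 4.2% in these data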;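 also: 0% = DAX1-transfected cells with DMSO and 100% = empty-vector control cells with DMSO; inhibition shows as a rise in luminescence from relieved DAX1 repression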
Target sequence (P51843 207-470 limits assumed): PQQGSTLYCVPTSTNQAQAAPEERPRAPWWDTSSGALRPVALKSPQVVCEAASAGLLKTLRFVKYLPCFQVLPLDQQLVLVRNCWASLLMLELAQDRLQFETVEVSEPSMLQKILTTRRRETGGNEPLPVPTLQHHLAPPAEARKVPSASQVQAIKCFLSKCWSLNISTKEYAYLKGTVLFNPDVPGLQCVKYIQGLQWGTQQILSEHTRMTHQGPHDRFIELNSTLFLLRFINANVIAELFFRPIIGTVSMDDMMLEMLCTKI
SMARCA2 act – SMARCA2 (BRM) function activators, primary screen, cell-based, luminescence, high throughput; 1% of 370,000 active; activation, % at 9.1 µM; MG213 cells, MMTV-luciferase reporter, dexamethasone, overnight; AID 652017, 2013; in the data active = activation above about 7.8%;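 also: 0% = vehicle wells and 100% = reference activator wells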
PG9 Ab binder – binders of HIV-1 gp120 antibody PG9, primary screen, biochemical, TR-FRET; TR-FRET gp120-PG9 antibody binding; inhibition, % at 6.7 µM; 0.43% of 360,000 active; AID 624416, 2012; in the data active = inhibition above about 8.5%
hgDAF-12 ag – H. glycines DAF-12 receptor agonists, primary screen, cell-based, luminescence, HEK293, GAL4 fusion, UAS-luciferase. Nuclear hormone receptor DAF-12 (Heterodera glycines), GAL4 fusion. HEK293 GAL4-hgDAF12 UAS-luciferase reporter, agonist luminescence; normalized to butyrate control. activation, % at 6.8 µM. 1.8% of 370,000 active;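 active = activation above a cutoff set at the mean of all screened compounds plus 3 SD, cut at about 10% in these data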;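 also: 0% = DMSO wells and 100% = sodium butyrate wells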
ADAM10 inh – human ADAM10 inhibitors, primary screen, biochemical, QFRET, HTS. Disintegrin and metalloproteinase domain-containing protein 10 (Homo sapiens), O14672. recombinant ADAM10, EDANS/DABCYL FRET peptide cleavage, 3 h. inhibition, % at 7 µM. 0.62% of 370,000 active. AID 720582, 2013;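 active = inhibition above a per-campaign cutoff equal to the mean of compounds falling between control-based bounds plus 3 SD, cut at about 20% in these data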;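 also: 0% = DMSO wells while the 100% control is not disclosed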
GC-A act – GC-A stimulated cGMP production enhancers – HEK293 GC-A cells, cGMP TR-FRET, EC30 ANP, primary screen | 0% at EC30 ANP, 100% saturating ANP | activation, % at 10 µM | 0.14% of 370,000 active; in the data active = activation above about 40%
Active calls of the source: *; / = not tested or not shown.

SMILES | FXN GAA850 act | ADAM17 inh | DAX1 inh-1 | ssDAF-12 act | hcDAF12 agonist | DAX1 inh-2 | SMARCA2 act | PG9 Ab binder | hgDAF-12 ag | ADAM10 inh | GC-A act
COc1ccccc1CNC(=O)c1cc(-c2ccc(F)cc2OC)n[nH]1 | 1.2 | -2 | -1.0 | -1.4 | -3.1 | / | -1 | 0.7 | -2.5 | -3 | 6
CCC(=O)N(CC(=O)Nc1sc(C)c(C)c1C(N)=O)C1CCCC1 | 2.5 | -1 | -0.1 | -1.7 | 1.4 | -1.9 | -4 | 1.9 | -0.7 | 8 | -1
COc1c2c(c(OC)c3ccccc13)[C@@]1(OC2)O[C@H](CCO)C[C@H](O)[C@H]1O | -1.1 | -3 | -0.3 | -1.4 | -0.4 | 2.7 | -3 | 1.0 | -1.8 | -12 | 3
CCOc1ccc(S(=O)(=O)NCCC(=O)NCC(c2ccccc2OC)N2CCCC2)cc1 (centres undefined) | 0.6 | -3 | -0.2 | -0.3 | 0.1 | 0.3 | 5 | -1.6 | -1.7 | 7 | -3
CCOC(=O)c1ccccc1NS(=O)(=O)c1ccc(OC)cc1 | -2.8 | 3 | -1.1 | -1.6 | -0.9 | -1.2 | -3 | -1.7 | 0.7 | 6 | -3
O=C1CC(c2ccco2)=Nc2ccccc2N1 | 3.4 | -2 | 0.5 | -1.1 | 1.3 | 0.8 | 3 | 1.8 | 3.1 | -8 | 4
CCC(CC)NC(=O)c1cc(S(=O)(=O)N2CCCCC2)ccc1N1CCOCC1 | 1.9 | -3 | 1.7 | -1.4 | 1.2 | 1.6 | -2 | -4.1 | -0.1 | -10 | -1
CCOc1ccc(C(=O)Nc2cccc(C(=O)O)c2C)cc1Cl | -0.5 | 1 | 1.6 | -0.7 | -0.2 | -4.3 | 2 | -0.7 | 5.2 | 6 | 5
CCOc1ccc(C(=O)c2cc([N+](=O)[O-])ccc2Cl)cc1 | 1.5 | 8 | -2.1 | -1.3 | -1.7 | 2.2 | -1 | -1.7 | 1.2 | 12 | -1
Cc1ccccc1S(=O)Cc1ccc(C(=O)NCCN2CCOCC2)o1 (centres undefined) | -1.9 | 3 | 0.8 | -0.8 | -1.4 | -0.2 | -3 | -0.1 | 1.6 | -1 | 1
O=C(c1ccc2nc[nH]c2c1)N1CCN(c2ncc(C(F)(F)F)cc2Cl)CC1 | 2.7 | 1 | -3.4 | -1.2 | -2.5 | -0.4 | -1 | -3.6 | 1.0 | 1 | 1
O=S(=O)(Nc1nc2ccccc2nc1Cl)c1ccc2c(c1)OCCO2 | -1.3 | -3 | 0.8 | -1.2 | -0.4 | 0.5 | 1 | 6.8 | 5.8 | -12 | 3
CCCN1C2CCCC1CC(NC(=S)Nc1ccc(OC)cc1)C2 (centres undefined) | -0.2 | -3 | 0.1 | -1.3 | -0.3 | 1.0 | 0 | 0.9 | 0.3 | -8 | 2
O=C(NCc1ccncc1)C1CCCN(S(=O)(=O)c2ccc(Br)cc2)C1 (centres undefined) | 0.8 | -3 | 1.1 | -1.5 | -1.4 | 0.2 | -1 | 0.2 | 4.1 | -8 | 0
COC(=O)c1ccc(NC(=O)CNc2ccccc2)cc1 | 0.7 | -4 | 1.3 | -1.2 | -0.1 | -0.5 | 0 | 1.4 | 2.2 | 0 | -4
CCN(C[C@H]1N[C@@](Cc2ccccc2)(C(=O)OC)[C@H]2C(=O)N(C)C(=O)[C@@H]12)C(=O)Nc1ccc(F)cc1 | -2.0 | -7 | -1.3 | -1.1 | 1.9 | -0.9 | -4 | 2.7 | 2.7 | -8 | -1
COc1cccc(/C=C2\N=C(SC)SC2=O)c1OC | -0.1 | -5 | -0.7 | -1.7 | 0.7 | 0.9 | -1 | 0.3 | 4.0 | -12 | 5
COc1cc2cccc(OC)c(=O)c2c(OC)c1OC | -0.9 | -2 | -0.3 | -1.4 | -1.0 | -0.8 | 1 | -0.9 | -2.6 | -8 | 0
COc1ccc(CS(=O)c2nc(C)cc(C)c2S(C)(=O)=O)cc1 (centres undefined) | 0.2 | -3 | -0.4 | -1.3 | 0.4 | 1.4 | -2 | -2.2 | -1.6 | 8 | 0
CCOC(=O)c1ccc(CNC(=O)Cn2nnc(-c3ccccc3)n2)o1 | 0.7 | 0 | 1.1 | -0.8 | -0.9 | -0.3 | -2 | 0.1 | 1.1 | 6 | -1
O=C1Nc2ccccc2C1Cc1ccccc1 (centres undefined) | 2.6 | 0 | 0.2 | -1.9 | -2.1 | -0.3 | -1 | -0.9 | 1.9 | 0 | 4
CC(C)N1CCC(N2CCN(CCCn3cccn3)CC2CCO)CC1 (centres undefined) | 3.1 | -2 | 0.4 | 0.6 | -0.2 | -1.6 | -3 | -2.3 | 0.4 | 12 | 3
CCC(=O)Oc1ccc2c(C)cc(=O)oc2c1C(=O)CC | -0.1 | -28 | 0.1 | -1.7 | 1.1 | / | -1 | -0.5 | -1.4 | -72 | 3
NC(=O)Cn1nc(-c2ccccc2)nc1-c1ccccc1 | 1.0 | -1 | -0.4 | -1.0 | 0.9 | 3.6 | 0 | -0.8 | 1.8 | 1 | 0
COc1ccc(C(=O)Oc2ccc(/C=N/NC(=O)c3cccnc3)cc2OC)cc1 | 1.5 | -2 | -0.3 | -1.2 | 1.4 | -0.2 | -1 | -2.3 | 0.8 | 2 | 6
CC(C)Nc1ncnc2c1cnn2-c1ccccc1 | 2.7 | -3 | 5.4* | -0.3 | 4.0 | 0.0 | 0 | -1.3 | 17* | -10 | 4
CC(=O)c1cccc(NC(=O)CN2C(=O)C3C4C=CC(C4)C3C2=O)c1 (centres undefined) | -0.1 | -1 | 0.4 | -1.5 | -1.7 | 1.3 | 2 | -1.0 | -0.7 | 2 | 0
O=C(Nc1ccc(F)cc1)c1cccc(N2C(=O)C3C4C=CC(C5CC45)C3C2=O)c1 (centres undefined) | 1.5 | -2 | -5.1 | -1.4 | -3.5 | -1.1 | -2 | 0.0 | -2.3 | -1 | 2
O=S(=O)(NCCc1ccccc1F)c1cccc(S(=O)(=O)N2CCOCC2)c1 | -0.6 | -3 | 0.0 | -1.5 | 0.5 | 1.6 | -1 | 0.8 | -1.9 | 0 | 0
CCn1c(CNC(=O)c2ccccc2Cl)cc2ccccc21 | 3.9 | -1 | -0.1 | -0.1 | 0.0 | -0.1 | -1 | 10* | 1.1 | -9 | -2

Entries of single compounds from above.
NC(=O)Cn1nc(-c2ccccc2)nc1-c1ccccc1 is listed with FXN GAA850 act: 1.0; ADAM17 inh: -1; DAX1 inh-1: -0.4; ssDAF-12 act: -1.0; hcDAF12 agonist: 0.9; DAX1 inh-2: 3.6; SMARCA2 act: 0; PG9 Ab binder: -0.8; hgDAF-12 ag: 1.8; ADAM10 inh: 1; GC-A act: 0
O=C1Nc2ccccc2C1Cc1ccccc1 (centres undefined) is listed with FXN GAA850 act: 2.6; ADAM17 inh: 0; DAX1 inh-1: 0.2; ssDAF-12 act: -1.9; hcDAF12 agonist: -2.1; DAX1 inh-2: -0.3; SMARCA2 act: -1; PG9 Ab binder: -0.9; hgDAF-12 ag: 1.9; ADAM10 inh: 0; GC-A act: 4

Next section
SMILES | FXN GAA850 act | ADAM17 inh | DAX1 inh-1 | ssDAF-12 act | hcDAF12 agonist | DAX1 inh-2 | SMARCA2 act | PG9 Ab binder | hgDAF-12 ag | ADAM10 inh | GC-A act
CNC(C)C#Cc1ccc2c(=O)c3ccccc3oc2c1 (centres undefined) | 5.2 | -46 | 0.6 | -0.6 | 1.1 | 0.7 | 9.2* | -2.1 | 4.5 | -178 | 2
O=C(O)c1ccc(C(=O)c2ccc3c(c2)C(=O)N(Cc2ccco2)C3=O)cc1 | 2.2 | 3 | -0.1 | -1.0 | -0.1 | 0.9 | -2 | -0.2 | -0.5 | 9 | 2
O=C(NC(=S)Nc1ccc(N2CCOCC2)cc1)c1ccc(Cl)cc1 | 0.6 | -4 | 0.1 | -1.4 | -2.7 | 0.7 | -3 | -3.7 | -4.0 | -8 | -2
Cc1nc2scc(C)n2c(=O)c1S(=O)(=O)NCC1CCN(Cc2ccc(F)cc2)CC1 | 1.9 | -73 | -0.9 | -1.0 | 0.8 | -0.6 | -1 | -0.6 | 1.8 | -203 | -4
O=c1oc(-c2cccc(S(=O)(=O)N3CCOCC3)c2)nc2ccccc12 | 0.3 | -7 | -0.2 | -0.9 | 0.1 | -0.5 | 0 | -1.4 | -0.9 | -9 | -2
COc1cccc(C2C(C(=O)Nc3cccnc3)=C(C)Nc3nnnn32)c1OC (centres undefined) | 1.8 | -4 | -0.7 | -0.7 | -0.5 | 1.4 | 1 | -2.0 | -0.9 | -1 | 3
COc1ccccc1N1CCN(C2CCCN(C(=O)c3cc(C)oc3C)C2)CC1 (centres undefined) | 2.3 | 0 | 0.2 | -1.5 | -0.8 | -0.2 | 0 | -0.4 | 0.3 | -12 | -2
COc1ccccc1C/C(N)=N/OC(=O)COc1ccc(C)cc1C | -0.2 | -1 | -0.4 | -0.8 | 0.2 | -0.2 | -1 | -0.2 | 0.4 | 6 | 1
CC(=O)N1CCN(C(=O)c2ccc(S(=O)(=O)Nc3cccc(C(F)(F)F)c3)cc2)CC1 | -0.4 | -4 | -2.8 | -1.1 | -1.1 | -0.1 | -3 | 2.4 | -4.5 | -16 | -2
CC1=C(O)C(=O)OC1c1c(Cl)cccc1Cl (centres undefined) | -0.4 | 3 | 0.0 | -0.6 | -1.7 | 1.0 | 0 | 0.9 | 1.4 | -6 | 3
Cc1ccc2nc(-c3ccc(NC(=O)C(C)Sc4nncs4)cc3)sc2c1 (centres undefined) | -2.5 | -85 | -0.1 | -0.8 | 2.1 | -2.2 | -2 | -0.4 | 6.7 | -251 | 17
CCc1sc(C(=O)NNC(=O)CNC(=O)c2ccccc2F)cc1C | -1.0 | -2 | 1.3 | -1.0 | 3.0 | 0.5 | -2 | -0.3 | 4.2 | -5 | -1
Cc1csc(SC(C)C(=O)Nc2ccccc2C)n1 (centres undefined) | -0.3 | -2 | -1.2 | -1.4 | -0.5 | -0.8 | -2 | 1.0 | 0.9 | -6 | -1
CC1=NN(c2ccccc2)C(=O)/C1=C/c1cn(C)c2ccccc12 | -0.3 | -3 | 0.5 | -0.5 | 0.4 | -0.3 | -2 | -1.3 | 0.4 | -4 | 5

Rows were taken by chance. Share with any hit: about 6.8%.
